DUSP3 inh = DUSP3 (human) phosphatase inhibition | inhibition, % at 13.3 µM | hit rate 0.52% among 290,000 | recombinant VHR phosphatase, pNPP absorbance | P51452; in the data active means inhibition above about 50%; further: some compounds called inactive have numbers as strong as hits
Target sequence (P51452 whole entry, looked up): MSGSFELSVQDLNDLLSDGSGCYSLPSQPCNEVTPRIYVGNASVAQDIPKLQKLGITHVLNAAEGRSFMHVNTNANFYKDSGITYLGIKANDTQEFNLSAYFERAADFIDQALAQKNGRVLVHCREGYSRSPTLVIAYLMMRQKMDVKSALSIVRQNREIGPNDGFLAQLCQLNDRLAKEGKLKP
Rv3671c inh = inhibits the M. tuberculosis serine protease Rv3671c; P9WHR9; hit rate 0.048% among 320,000; inhibition, % at 5.96 µM; in the data active means inhibition above about 38%;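 further: extracellular domain of Rv3671c used as enzyme; 0% = enzyme with DMSO and 100% = no enzyme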
Target sequence (P9WHR9 whole entry, looked up, the tested form may be a part): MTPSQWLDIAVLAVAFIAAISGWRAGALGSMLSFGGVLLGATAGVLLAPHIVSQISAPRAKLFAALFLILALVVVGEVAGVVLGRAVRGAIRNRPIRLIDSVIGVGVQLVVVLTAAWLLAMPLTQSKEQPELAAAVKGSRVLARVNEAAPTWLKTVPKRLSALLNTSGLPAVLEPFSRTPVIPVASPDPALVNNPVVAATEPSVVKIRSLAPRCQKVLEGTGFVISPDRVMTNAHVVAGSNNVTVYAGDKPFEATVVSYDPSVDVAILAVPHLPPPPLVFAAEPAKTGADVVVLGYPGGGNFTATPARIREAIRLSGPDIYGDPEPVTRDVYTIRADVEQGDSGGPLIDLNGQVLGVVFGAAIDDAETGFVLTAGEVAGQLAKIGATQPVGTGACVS
3CLpro inhibitor = SARS-CoV 3CLpro protease inhibition; hit rate 0.14% among 290,000; recombinant SARS-CoV 3CLpro, quenched FRET peptide cleavage; P0C6X7; inhibition, % at 6 µM; AID 1706; in the data active means inhibition above about 12%
* marks the source's active call; other numbers are inactive results.

smiles,Rv3671c inh,3CLpro inhibitor,DUSP3 inh
CC(=O)Nc1ccc(Cc2nc3c([nH]2)c(=O)n(C)c(=O)n3C)cc1,-7,2,13
N[C@@H]1CONC1=O,-1,-3,12
CCOc1ccc2nc(Cl)c(C3CC(c4ccccc4)=NN3C(=O)c3ccco3)cc2c1 (stereo not given),-9,-3,6
CCn1c(CSc2nnc(-c3cccnc3)n2-c2ccccc2C)nc2cc(C(=O)O)ccc21,49*,-10,5
Cc1ccc2nc3c(cc(C#N)c(=N)n3Cc3cccnc3)c(=O)n2c1,-4,-1,39
Cc1cn(S(=O)(=O)c2ccc(Br)c3ccccc23)cn1,7,0,7
O=Cc1coc2c(ccc3ccccc32)c1=O,8,6,20
CN(C)CCCN1C(=O)C(O)=C(C(=O)c2cccs2)C1c1cccc([N+](=O)[O-])c1 (stereo not given),6,1,22
O=C(COC(=O)/C=C/c1cccc(Cl)c1)Nc1ccccc1-c1ccccc1,-14,-3,-5
COc1cc(/C=C/c2nc3ccc([N+](=O)[O-])cc3s2)ccc1OCC(=O)O,-4,1,16
O=C(CSc1ccccn1)NC1CCCC1,2,-2,-15
O=C(c1ccc(F)cc1)[C@@H]1[C@@H](C(=O)c2ccccc2)[C@@]2(C(=O)Nc3ccccc32)[C@H]2c3ccccc3C=CN12,-41,3,17
O=C(NNC(=O)C1C2CCC(C2)C1C(=O)O)c1ccc(Br)o1 (stereo not given),-1,-1,-4
N#CC1=C(N)Nc2ncnn2C1c1ccccc1 (stereo not given),2,0,0
CCc1ccc2nc(N3C(=O)c4oc5ccccc5c(=O)c4C3c3ccc(OC)c(OC)c3)sc2c1 (stereo not given),-5,2,-5
CC(C)c1ccc(/C=C/C(=O)Nc2nn[nH]n2)cc1,3,1,18
CSc1nc(-c2ccccc2)nc(N)c1C(C)=O,5,4,-7
COc1cc(/C=N/Nc2nc(N3CCCCC3)nc(N3CCCCC3)n2)ccc1OC(=O)c1ccco1,3,0,6
O=C(CSc1ccccn1)Nc1ccc2ccccc2c1,-13,1,20
CCOC(=O)C1CCN(Cc2ccccn2)CC1,-3,-2,-14
CCCOc1ccc(C2C(C(=O)c3ccc(C)o3)=C(O)C(=O)N2Cc2cccnc2)cc1 (stereo not given),5,8,13
CCOC(=O)C(CC)(CCC(=O)OC)c1csc(Nc2ccccc2O)n1 (stereo not given),4,2,18
Cc1ccc(-n2c(SCC3CNC(=O)O3)nnc2-c2ccccc2)cc1C (stereo not given),1,1,-2
COC(=O)n1c(=S)oc2cc(Cl)ccc21,-3,2,2
C#CCOCCOCCOCCNc1nc(N2CCN(C(=O)[C@H](Cc3ccc(O)cc3)n3cc([C@@H](N)CC(C)C)nn3)CC2)nc(N2CCN(C(=O)[C@H](Cc3ccc(O)cc3)n3cc([C@@H](N)CC(C)C)nn3)CC2)n1,-6,-5,25
O=C1COc2ccc(N3C(=O)c4ccccc4C3=O)cc2N1,-1,-2,2
O=[N+]([O-])c1ccc(N2CCNCC2)cc1NC1CC1,-2,2,5
Cc1ccc(-c2nc(SCC(=O)NCCN3C(=O)CSC3=O)[nH]c2-c2ccc(C)cc2)cc1,3,2,26
N#Cc1c[nH]n2c(=O)c3c(nc12)CCCC3,-7,-1,4
COc1ccc(-c2nn(-c3ccccc3)cc2/C=N/NC(=O)c2ccc3c(c2)OCO3)cc1,-110,2,6
Cc1ccccc1OCCNc1cc(N2CCNCC2)ccc1[N+](=O)[O-],-1,-2,-1
Cc1c(-c2ccncc2)oc2ccc(Br)cc2c1=O,-3,4,-3
Cc1ccc(-c2csc(=S)n2CC(=O)OCC(=O)NCc2ccc(F)cc2)cc1,-4,6,0
Oc1c(Cl)cc(Cl)cc1C=Nc1ccccc1N1CCCC1,7,2,-2
Cc1n[nH]c(C)c1S(=O)(=O)N1CCCC(C(=O)Nc2ccc3c(c2)OCCO3)C1 (stereo not given),4,0,2
COC(=O)CSc1nc2sc3c(c2c(=O)n1C1CCCCC1)CCN(C)C3,-11,-1,24
CCn1cc(C(=O)Nc2cc(C)ccc2C)c(=O)c2ccc(C)nc21,7,-1,35
Cc1cccc(-n2ncc3c(N4CCc5ccccc54)ncnc32)c1,0,-4,-10
COc1ccccc1N=C1SC(C)CN1C(=O)C1CCC1 (stereo not given),-4,2,-6
Cc1c(Cl)c(C(=O)Nc2nc3ccccc3n2CCN2CCCCC2)nn1C,2,-1,0
O=C(CC1Nc2ccccc2NC1=O)Nc1ccccc1NC(=O)CC1Nc2ccccc2NC1=O (stereo not given),7,5,15
CC(C)C[C@@H]1NC(=O)[C@H](Cc2ccc(O)cc2)NC(=O)[C@H](CCC(N)=O)NC(=O)c2cc([N+](=O)[O-])cc(I)c2NCC[C@@H](C(N)=O)NC1=O,-9,-5,0
O=C(c1ccc2c(c1)OCCO2)N1CCN(c2ccc([N+](=O)[O-])cc2)CC1,4,1,18
COc1ccc(CCC(=O)Nc2nc(-c3ccncc3)cs2)cc1,1,4,30
CCCCc1ccc(/C=C2\C(=O)c3ccccc3C(O)=C2C(=O)OCC)cc1,-82,6,-4
COc1ccccc1Nc1cc(C(=O)N2CCc3ccccc3C2)c2ccccc2n1,7,-2,24
C[C@H](C(=O)C=[N+]=[N-])N1C(=O)c2ccccc2C1=O,0,6,6
O=C(c1ccc(-c2ccccc2)cc1)c1ccc([N+](=O)[O-])cc1,-4,-5,28
Cc1ccc(-c2ccc(/C=N/NC(=O)c3ccccc3O)o2)cc1,4,-1,13
Cc1cc2n(c1)CCn1c(C)ccc1-2,-6,3,4
CC(O)CCC(=O)NNC1=CC(=O)CC(C)(C)C1 (stereo not given),-9,4,43
S=C(Sc1ccc(Cl)cc1)Sc1ccc(Cl)cc1,-5,-4,10
Cc1cc(=O)[nH]c(N/N=C/c2ccc([N+](=O)[O-])cc2)n1,-11,1,20
Cc1cc(C)n(C(=O)c2ccncc2)n1,4,-5,4
CC1(C)CC(=O)C2=C(C1)N(c1ccc(F)cc1)C(=O)C2(NC(=O)c1ccccc1)C(F)(F)F (stereo not given),1,-1,8
CCOc1ccc(C2=NNC(c3cccs3)=Nc3ccc(OCC)cc32)cc1,-1,0,-21
CN1CCN(CC(=O)N2c3ccccc3C(=O)Nc3cccnc32)CC1,10,-3,1
CSc1ccc(CNc2ccccc2)cc1,-1,3,16
COc1cc2[nH]c(C(=O)NN)c(N)c2cc1OC,-15,-3,8
CC(c1cc2ccccc2s1)N(O)C(N)=O (stereo not given),10,1,-2

The results go on.
smiles,Rv3671c inh,3CLpro inhibitor,DUSP3 inh
O=C(CN1C(=O)COc2ccc(S(=O)(=O)N3CCCC3)cc21)NC1CCCCCCC1,-4,2,17
COc1ccc(CN2C(=O)Cc3c2nc(N)c2c(N)nc(N4CCCCC4)c(C#N)c32)cc1,-19,-2,26
Cc1cc(C)n2nc(SCc3nnc(-c4ccc(F)cc4)o3)nc2n1,2,-1,-13
CCN(CC)S(=O)(=O)c1ccc(OC)c(NC(=S)Nc2cccc(C)c2)c1,-11,-2,6
COc1ccc(/C=C2\CCCc3c2nc2ccccc2c3C(=O)OCC(=O)c2c(N)n(C)c(=O)n(C)c2=O)cc1,-31,0,7
Oc1ccc2c3c1OC1C(O)CC[C@@]4(O)[C@@H](C2)N(CC2CCC2)CC[C@]314 (stereo not given in full),18,4,16
COc1ccccc1NC(=O)C1C2C=CC(O2)C1C(=O)O (stereo not given),2,1,11
C#CCOCCOCCOCCNc1nc(N2CCN(C(=O)[C@H]([C@@H](C)CC)n3cc([C@@H](N)Cc4ccc(O)cc4)nn3)CC2)nc(N2CCN(C(=O)[C@H](CCCCN)n3cc([C@@H](N)CO)nn3)CC2)n1,7,-7,7
NS(=O)(=O)c1ccc(CNC(=O)/C=C/c2c(Cl)cccc2Cl)cc1,1,-5,5
Cc1ccc(OCC(=O)n2cnnc2N)c(C)c1,0,-4,-8
Cc1ccn(C(=O)c2cc3ccccc3oc2=O)n1,-7,-1,2
Cc1cccc(CN2CCN(CCCc3ccccc3)CC2)c1,4,1,25
CCOC(=O)c1ccc2c(c1)C1C=CCC1C(C(=O)O)N2 (stereo not given),31,0,11
Cc1nc2n(n1)C(O)c1cc([N+](=O)[O-])ccc1S2 (stereo not given),0,2,18
O=C(NC1CCCCC1)C(c1ccc(Cl)cc1)N(C(=O)c1ccccn1)c1cccnc1 (stereo not given),9,-3,57*
COC(=O)c1ccccc1OCCCOc1ccc(C)cc1OC,6,5,-23
CC(C)Oc1ccccc1C1CC(=O)Nc2c1c(=O)n(C)c(=O)n2C (stereo not given),15,-4,59*
O=C1CN(CC(=O)N2CCOCC2)c2ccccc2O1,2,-3,5
C(=N\Nc1nc(N2CCOCC2)nc(N2CCOCC2)n1)/c1ccco1,-2,-2,22
Cc1noc(C)c1S(=O)(=O)N1CCC(C(=O)N2CCN(C3CCCC3)CC2)CC1,2,3,7
O=C(Nc1nc2ccc(SC(F)F)cc2s1)c1ccc2c(c1)S(=O)(=O)c1ccccc1C2=O,8,1,-4
Cn1c2ccccc2c(=O)c2c(=O)n(Cc3ccco3)c(-c3ccc(C(C)(C)C)cc3)nc21,2,1,41
CCS(=O)(=O)NCc1ccc2[nH]c3c(c2c1)CCCC3,-22,-1,0
O=C1CCCCC1C(O)c1ccc(Cl)cc1 (stereo not given),2,-5,13
CCOc1ccc(C2C=C(c3ccc(C)cc3)Nc3ncnn32)cc1 (stereo not given),1,-1,23
O=C(CN1N=C(c2ccc(Cl)cc2)CCC1=O)NCc1cccs1,1,8,-3
Cc1sc2nc(-c3ccccc3)[nH]c(=O)c2c1-c1ccccc1,-7,1,-5
O=S(=O)(c1ccc(F)cc1)N1CCCc2ccccc21,-3,-6,0
COc1cc(CNCCN2CCOCC2)ccc1OCc1c(Cl)cccc1Cl,2,-1,14
CCN1C(=NCc2cc(OC)c(OC)c(OC)c2)N[C@@H](c2ccccc2)[C@H](C(=O)OC)[C@H]1C,-4,-7,1
Clc1ccccc1CSc1nncn1-c1cccnc1,11,0,29
O=C1CCCC(=O)N1c1ccc(N2CCN(c3ccc([N+](=O)[O-])cc3)CC2)c([N+](=O)[O-])c1,3,-4,21
O=C(Nc1ccc(Cl)cc1)[C@@H]1[C@@H]2C(=O)N(c3ccc(Cl)cc3Cl)C(=O)[C@@H]2[C@H]2C=CC=NN21,-4,4,2
CC(=O)Nc1ccc(Cc2ccc3[nH]c(=O)cc(C)c3c2)cc1,9,5,31
CN[C@H]1C[C@H]2O[C@@](C)([C@H]1OC)n1c3ccccc3c3c4c(c5c6ccccc6n2c5c31)C(=O)NC4,1,-3,16
CCN(CC)c1ccc2cc(/C(N)=N/NC(=O)c3cccs3)c(=O)oc2c1,7,-1,-4
OC[C@H]1O[C@@H](Oc2cc(O)cc(/C=C/c3ccc(O)cc3)c2)[C@H](O)[C@@H](O)[C@@H]1O,4,-1,30
Cc1sc(/N=C/c2c(O)ccc3ccccc23)c(C#N)c1C,-1,-1,-16
Cc1ccc(-n2nc(C)c3c(=O)[nH]c(C(F)(F)F)nc32)cc1,4,5,5
O=C(NC1CCCCC1)NC1CC2CCC(C1)N2C(=O)NCc1ccccc1 (stereo not given),-6,5,19
Cc1occc1C(=O)N=Nc1c(O)[nH]c2ccc(Br)cc12,-1,5,9
CCOC(=O)C1=C(c2ccccc2)NC(=S)NC1c1ccc(Cl)c([N+](=O)[O-])c1 (stereo not given),-2,9,5
COc1ccc(C2C=C(c3ccc(Cl)cc3)Nc3nc(NC(C)=O)nn32)cc1 (stereo not given),-1,-1,17
COc1cc(/C=C(\C#N)C(=O)Nc2cccc3ncccc23)ccc1O,0,3,29
Cc1sc2ncnc(Sc3nc4ccccc4s3)c2c1C,-5,2,3
CC(=O)Nc1ccc(NC(=O)Cc2ccc(F)cc2)cc1,-3,-1,18
c1ccc(-c2nc(Sc3ncnc4c3cnn4-c3ccccc3)n[nH]2)cc1,4,0,4
COc1ccc(C2N3CC(C)(C)CN23)cc1 (stereo not given),-2,-5,-10
O=Cc1sc(N2CCOCC2)nc1-c1ccccc1,-8,4,-18

Bioassay records deposited in PubChem by several laboratories.

A portion of the library; count on the stated rates, not on these rows.
